Source: PubChem BioAssay (National Center for Advancing Translational Sciences (NCATS))
Eya2 inh: Eya2 (human) phosphatase inhibition; AID 488837; 330,000 tested, 0.006% active; Potency, µM (top dose mostly 76.9 µM), inactives show at the highest dose activity, negative = inhibition, usual class: inhibitors; recombinant Eya2, OMFP fluorescence dephosphorylation (OMFP is methylfluorescein phosphate); note: potency is the fitted concentration of half-maximal effect; % is set by controls: 0 for no effect and ±100 for the full control effect
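Eya2 (0.2 uM) preincubated 10 min at ambient with compound, then OMFP substrate added at 50 uM; 10 min reaction in 50 mM HEPES pH 7.5, 50 mM NaCl, 5 uM MgCl2, 0.05% BSA, 1 mM DTT. Fluorescence read at Ex 485/Em 525 nm.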
BRCA1 expr act: increases BRCA1 expression | AID 624202 | Potency, µM (top dose mostly 46.1 µM), for inactives: top-dose activation, hits mostly activators | MCF7-BRCA1-FFLuc reporter, luminescence, 48 h; response scale: scaled: vehicle 0%, 10 µM genistein 100% | 380,000 tested, 1.1% active; note: potency is the fitted concentration of half-maximal effect; nearly all actives have a fitted effect of over 80% in size; some results filed as inactive show a strong effect at the top dose
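Quantitative HTS in MCF7 cells stably reporting BRCA1 expression via firefly luciferase. Compound treatment lasts 48 h at 37 °C in phenol-red free MEM. Activation is expressed relative to genistein at 10 microM and DMSO.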
a7 integrin act: activates integrin-mediated alleviation for muscular dystrophy | Potency, µM (series often up to 38.3 µM), for the others: at the highest dose activation, most hits filed as activators | 350,000 tested, 0.064% active | alpha7betagal myoblasts, beta-gal FDG fluorescence, 48 h;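 note: potency is the fitted concentration of half-maximal effect; 100% = response of the positive control SU9516; nearly all actives have a fitted effect of over 60% in size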
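alpha7betagal+/- myoblasts (passage 13, 250/well) treated 48 h at 37C with compounds at 1:260 dilution of DMSO stock. Lysed, then beta-galactosidase activity read as FDG fluorescence (ex 480/em 540) after 30 min, with pre-read for autofluorescence.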
B2AR arrestin: agonists driving beta-arrestin recruitment to human beta2-adrenergic receptor; AID 492947; beta-arrestin recruitment to beta2AR, cell-based reporter; P07550; Potency, µM (doses to about 46.1 µM), without a hit: at the highest dose activation, usual class: activators; 330,000 tested, 0.02% active;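 note: potency is the fitted concentration of half-maximal effect; 0% = DMSO controls and full agonism = EC100 isoproterenol or metaproterenol; nearly all actives have a fitted effect of over 65% in size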
uPA generation: blocks generation of uPA at the cell surface; AID 540303; cell surface uPA generation assay, qHTS; 330,000 tested, 0.31% active; Potency, µM (top dose mostly 38.3 µM), without a hit: at the highest dose activity change, negative = inhibition, usual class: inhibitors; active = well fitted inhibition curve with a large enough effect; inconclusive = small, poorly fitted or top-dose-only effect; inactive = no such curve, though single readings can be large or run the other way; tested in mouse RAW 264.7 cells; note: potency is the fitted concentration of half-maximal effect; % is set by controls: 0 for no effect and ±100 for the full control effect; nearly all actives have a fitted effect of over 55% in size
ELG1 genotoxic: inducers of genotoxicity in HEK293T ELG1-luciferase cells; Potency, µM (doses to about 46 µM), inactives show at the highest dose activity change, positive = activation, actives largely listed as activators; 330,000 tested, 1.3% active; HEK293T ELG1-luciferase reporter, luminescence, 16 h; AID 504466; note: potency is the fitted concentration of half-maximal effect; % of control where 0% means no effect; nearly all actives have a fitted effect of over 60% in size
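Genotoxic stress is detected as increased luminescence from luciferase-tagged ELG1 in HEK293T cells, measured with ONE-Glo after a 16 hr treatment at 37 °C.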
S-ASM inh: inhibitors of human secretory acid sphingomyelinase. placental ASM, HMU-PC fluorogenic substrate, 60 min. Potency, µM (series often up to 57.5 µM), for inactives: at the highest dose activity change, negative = inhibition, usual class: inhibitors. 340,000 tested, 0.006% active; note: potency is the fitted concentration of half-maximal effect
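Fluorescence read-out (Ex 386 nm, Em 447 nm) after stopping the reaction at pH 10. Enzyme: ASM from human placenta; substrate HMU-PC0, 9 uM final; 60 min, 37 °C. Compound preincubation 10 min, ambient temperature.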
USP2a block: blocks human ubiquitin-specific protease USP2a | O75604 | USP2 core, Ub-CHOP2 coupled fluorogenic reporter, 485/531 | Potency, µM (highest dose often 38.3 µM), without a hit: at the highest dose activity change, negative = inhibition, actives largely listed as inhibitors | 330,000 tested, 0.01% active;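 note: potency is the fitted concentration of half-maximal effect; plate controls were DMSO wells for no effect and full inhibition by NEM control for full effect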
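Deubiquitinase activity read as fluorescence (485/531 nm) after Ub-CHOP2 cleavage activates the enterokinase reporter on its substrate; USP2 core 10nM, Ub-CHOP2 and substrate 25nM each, 30min compound preincubation then 60min RT; data normalized to NEM, curves fitted.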
TSG101-PTAP inh: blocks PTAP/TSG101 interaction to inhibit HIV-1 budding; Fluorescence polarization, FITC-PTAP peptide / Tsg101 binding; Q99816; AID 493005; 340,000 tested, under 10 active; Potency, µM (series often up to 115 µM), inactives show top-dose activity change, negative = inhibition, hits mostly inhibitors; active = well fitted inhibition curve with a large enough effect in the main read-out, with a control signal flat, not every such curve was filed as active; inconclusive = small, poorly fitted or top-dose-only effect, or effect the other way, or a change in a side signal; inactive = no such curve, though single readings can be large or run the other way; note: potency is the fitted concentration of half-maximal effect; % of control where 0% means no effect
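FP read-out: FITC-PTAP peptide, 50 nM final, binding Tsg101 binding domain, 10 uM final; 20 min, r.t.; 10 mM HEPES pH 7.5, 0.15 M NaCl, 0.01% Tween 20, 3 mM EDTA, 0.1 mM TCEP.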
p53 reactivator: re-activators of mutant p53; H1299 p53-A138V BP100-luciferase reporter, luminescence, 24 h; Potency, µM (doses to about 92.2 µM), without a hit: at the top dose activity change, positive = activation, usual class: activators; 320,000 tested, 0.063% active; AID 504706; note: potency is the fitted concentration of half-maximal effect; % of control where 0% means no effect; nearly all actives have a fitted effect of over 45% in size
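H1299 (p53-null), stable ts p53-A138V + BP100-Luc; 1000 cells/well, Opti-MEM/10% FBS; cpd 4 pt, 1:5; 24 h, 37 deg C, 5% CO2; detection reagent 10 min RT; luminescence.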
TRPV1 ag: human TRPV1 agonism; Q8NER1; TRPV1-expressing cells, Fluo-8 calcium influx, agonist mode; activation, % at 8.33 µM; 320,000 tested, 0.19% active; AID 540275; in the data active = activation above about 80%; inconclusive = between about 30% and that limit; note: 0% is about no effect
Target sequence (Q8NER1 whole entry, looked up): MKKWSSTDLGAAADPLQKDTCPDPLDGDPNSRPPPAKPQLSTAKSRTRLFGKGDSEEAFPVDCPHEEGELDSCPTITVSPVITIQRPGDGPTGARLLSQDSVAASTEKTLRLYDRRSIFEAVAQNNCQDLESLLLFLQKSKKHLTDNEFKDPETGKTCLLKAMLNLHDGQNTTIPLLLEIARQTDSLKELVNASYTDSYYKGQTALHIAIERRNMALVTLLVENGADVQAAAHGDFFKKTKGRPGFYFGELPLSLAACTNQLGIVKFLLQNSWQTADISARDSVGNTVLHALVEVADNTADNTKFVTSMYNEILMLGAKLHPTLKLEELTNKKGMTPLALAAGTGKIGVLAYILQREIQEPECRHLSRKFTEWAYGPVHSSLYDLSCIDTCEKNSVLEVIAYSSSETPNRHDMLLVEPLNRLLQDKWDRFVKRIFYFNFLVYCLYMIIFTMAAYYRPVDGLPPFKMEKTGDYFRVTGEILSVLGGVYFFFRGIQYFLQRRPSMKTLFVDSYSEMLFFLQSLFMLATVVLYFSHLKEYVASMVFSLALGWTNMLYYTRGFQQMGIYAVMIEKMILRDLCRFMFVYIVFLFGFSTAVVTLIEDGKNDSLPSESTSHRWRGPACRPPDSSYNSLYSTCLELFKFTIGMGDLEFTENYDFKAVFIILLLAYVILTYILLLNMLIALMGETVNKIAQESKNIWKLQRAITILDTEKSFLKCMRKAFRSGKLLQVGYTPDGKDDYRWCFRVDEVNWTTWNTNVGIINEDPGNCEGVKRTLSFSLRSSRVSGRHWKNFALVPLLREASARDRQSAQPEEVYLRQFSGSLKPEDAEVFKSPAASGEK
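Cells expressing TRPV1 were dye-loaded with Fluo-8 and read kinetically: 10 s baseline, 3 min after compound (agonist portion), then 2 min after EC20 capsaicin (allosteric enhancer portion). Calcium-bound dye fluorescence at 480/520 nm.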
* marks the source's active call; other numbers are inactive results; ? = inconclusive; nt = no result given; [ ] = remark or other dose. Unless noted, calls come from the whole dose curve; as a rule, active = well fitted curve in the direction sought with a large enough effect; inconclusive = small, poorly fitted or top-dose-only effect, or another doubt; inactive = no such curve, though single readings can be large; an effect the other way counts as inactive or inconclusive.

| cpd | canonical_smiles | Eya2 inh | BRCA1 expr act | a7 integrin act | B2AR arrestin | uPA generation | ELG1 genotoxic | S-ASM inh | USP2a block | TSG101-PTAP inh | p53 reactivator | TRPV1 ag |
| --- | --- | --- | --- | --- | --- | --- | --- | --- | --- | --- | --- | --- |
| 1 | COc1ccc(C(=O)N/N=C\c2coc3ccc(Cl)cc3c2=O)cc1 | 0.8% | -15.2% | 4.9% | 0.3% | 2.1% | -20.0% | 0.6% | -0.9% | -5.8% | -0.4% | 16.9 |
| 2 | Cc1ccc(NC(=O)CN2CCOCC2)cc1C | -3.2% | 25.9% | -19.8% | 0.0% | -3.8% | 6.3% | 2.2% | 0.3% | -0.1% | 7.7% | 0.8 |
| 3 | COc1ccc(C(=O)NC(C(=O)N2CCc3ccccc32)C(C)C)cc1 (centres undefined) | -0.9% | 16.7% | 2.8% | -2.2% | -5.0% | 14.2% | 2.1% | 1.5% | -3.6% | 1.9% | ? |
| 4 | Cc1ccc(CNC(=O)CCC(=O)N2CC(C)Oc3ccc(Cl)cc32)cc1 (centres undefined) | -7.2% | -2.6% | 19.6% | -0.5% | -8.1% | 1.2% | -2.3% | 1.8% | 0.5% | nt | 22.6 |
| 5 | COc1ccc(CNC(=O)N2CCN(c3cccc(C)c3C)CC2)cc1OC | 2.1% | -22.0% | -35.7% | -0.8% | 3.4% | -22.5% | -0.1% | -0.5% | -7.3% | -6.7% | ? |
| 6 | COc1ccccc1/C=C/C=N/NC(=O)CC1C(=O)NN=C1C (centres undefined) | 3.2% | -5.9% | -16.3% | 2.7% | -2.7% | 0.0% | 2.4% | 0.0% | 0.0% | 2.7% | 2.7 |
| 7 | CC(C)N(Cc1nccn1C)C(=O)CC1C(=O)NCCN1Cc1ccc(F)c(F)c1 (centres undefined) | 0.0% | 4.3% | 0.0% | 0.1% | -2.3% | 3.6% | 10.3% | 2.6% | -7.9% | 15.9% | -3.3 |
| 8 | Cc1ccc(C2C(C#N)=C(N)Oc3n[nH]c(-c4ccccc4)c32)o1 (centres undefined) | 13.4% | -34.3% | -45.1%[inhibitor] | -0.2% | 6.3% | 2.5% | -1.6% | -0.6% | 0.9% | 4.0% | 2.6 |
| 9 | CCN1C(=O)N[C@@H](c2cccc(C(F)(F)F)c2)[C@@H](C(=O)OC)[C@H]1C | nt | 10.0% | 2.7% | nt | 3.7% | nt | 18.3% | nt | 2.4% | nt | nt |
| 10 | C#CCOCCOCCOCCNc1nc(N2CCOCC2)nc(N2CCN(C(=O)[C@H](Cc3ccc(O)cc3)n3cc(CCO)nn3)CC2)n1 | nt | -6.8% | -9.9% | nt | 1.3% | nt | 5.4% | nt | 0.1% | nt | nt |
| 11 | O=C1/C(=C/c2cccnc2)CCC/C1=C\c1cccnc1 | 7.1% | -94.9%[inhibitor] | -59.6%[inhibitor] | -0.6% | 8.91µM* | -12.9% | -1.9% | 0.4% | -0.1% | -15.5% | 1.7 |
| 12 | Cc1ccccc1CS(=O)(=O)CCC(=O)NCc1ccc(F)cc1Cl | -0.5% | 0.0% | -2.9% | 0.4% | 2.5% | 1.6% | 4.2% | 2.9% | -5.1% | 9.9% | 14.0 |
| 13 | CCOC(=O)C1C(c2ccc(O)cc2)NC(=O)NC1(O)C(F)(F)F (centres undefined) | -1.3% | -0.2% | 0.0% | 0.5% | 15.7% | 2.1% | -3.1% | 4.2% | -1.1% | nt | 1.5 |
| 14 | O=[N+]([O-])c1ccc(/C=C/C2=NN(c3ccccc3)C(c3ccco3)C2)cc1 (centres undefined) | 4.6% | 28.7% | 17.4% | -2.6% | 0.3% | -1.2% | -12.7% | 26.6% | 9.8% | 15.1% | ? |
| 15 | CC(OC(=O)C1CCN(c2ccc(C(F)(F)F)cn2)CC1)C(=O)c1ccccc1 (centres undefined) | -24.6% | -19.6% | -14.9% | 0.3% | -5.0% | ? | -2.2% | -4.6% | -1.9% | 1.1% | -1.8 |
| 16 | CN(C)CCCN=Cc1c(O)n(Cc2ccccc2)c(=O)c2ccccc12 | 9.9% | 12.2% | 9.2% | 0.3% | -5.1% | 6.7% | -1.5% | -4.1% | -1.9% | -3.2% | 2.3 |
| 17 | COc1ccccc1NC(=O)COc1ccc(Br)cc1CNCCCN1CCOCC1 | -5.3% | 2.2% | 0.0% | 0.2% | 9.3% | -3.7% | 5.6% | 2.9% | -2.0% | 12.3% | -3.0 |
| 18 | O=C(CSc1nnc(COc2cccc3cccnc23)o1)N1CCc2ccccc21 | 7.2% | -3.4% | -29.7% | 0.2% | 4.3% | -12.1% | -2.6% | -0.5% | 0.7% | 8.0% | -4.5 |
| 19 | CCCCn1nnc(N(C(=O)c2cccs2)C(=O)c2cccs2)n1 | -4.3% | 61.7% | 11.6% | 7.1% | -11.1% | 13.5% | 2.4% | 2.3% | -2.2% | 2.2% | 2.4 |
| 20 | CCCNC(=O)c1ccc(COc2ccc(Cl)cc2)o1 | 6.2% | 49.8% | 16.5% | -0.1% | 10.5% | -2.7% | -1.2% | 0.1% | -2.8% | -21.7% | 5.3 |
| 21 | Cc1ccc(S(=O)(=O)Oc2ccc(C3C4=C(CCCC4=O)OC4=C3C(=O)CCC4)cc2)cc1 | 9.6% | -52.6% | 1.0% | -0.6% | 3.0% | -6.3% | -0.1% | 1.8% | -1.0% | 2.7% | 5.2 |
| 22 | CC(C)C(NS(=O)(=O)c1ccccc1)C(=O)NC1CCCC1 (centres undefined) | -1.4% | 2.5% | 11.6% | 0.0% | 4.1% | 2.5% | 3.8% | 0.7% | 0.9% | 2.3% | -4.2 |
| 23 | O=C(CNC(=O)c1ccccc1)NCC(=O)OCC(=O)c1ccc(F)cc1 | 5.6% | -9.9% | -17.8% | -0.5% | 2.6% | 1.0% | -0.9% | 1.1% | -2.4% | 11.3% | -0.4 |
| 24 | CC[C@@H](C)[C@@H]1CN([C@@H](C)CN2CCC[C@H]2CN2C(N)=NC[C@@H]2Cc2ccccc2)C(=N)N1CCCC1CCCC1 | 6.7% | 4.6% | -3.7% | -0.8% | 9.3% | -0.5% | -1.1% | 2.5% | 0.6% | 0.3% | nt |
| 25 | CC1(C)CC(=O)C(N=Nc2cccc([N+](=O)[O-])c2)=C(O)C1 | 3.6% | 0.0% | -22.0% | 0.0% | -2.2% | 18.3µM* | -0.2% | -0.3% | 0.1% | ? | -2.9 |
| 26 | Cc1cc(Cl)ccc1OCCCC(=O)NCCN1C(=O)S/C(=C\c2cccnc2)C1=O | -11.4% | 23.4% | 0.0% | 0.3% | -5.8% | -18.6% | -7.4% | -2.5% | -2.1% | ? | -12.1 |
| 27 | CCOC(=O)N1CCC(N2C(=O)c3ccc(C(=O)NCc4ccco4)cc3C2=O)CC1 | 6.3% | 12.6% | -16.9% | -2.1% | 2.0% | -0.2% | 0.9% | 0.8% | -5.4% | -7.1% | 0.1 |
| 28 | Cc1ccnc(NS(=O)(=O)c2ccc(NS(=O)(=O)c3cc(Cl)ccc3Cl)cc2)n1 | -0.9% | 1.9% | 8.2% | 0.3% | -1.1% | 1.8% | 7.8% | 2.5% | -6.7% | -0.7% | -1.6 |
| 29 | O=C1C(=O)N(CCN2CCOCC2)C(c2cccnc2)/C1=C(/O)c1ccc(Cl)cc1 (centres undefined) | 2.9% | 3.7% | -21.9% | -0.8% | 0.2% | -0.5% | 4.0% | 3.8% | -3.9% | -2.0% | -2.4 |
| 30 | CC(C)(C)n1nnnc1C(c1ccncc1)N(Cc1ccccc1)Cc1ccco1 (centres undefined) | -20.7% | -14.3% | -2.7% | -0.2% | -3.2% | -4.8% | -1.9% | -1.2% | 1.4% | 24.2% | 17.7 |
| 31 | CC(=O)Nc1ccc(C(=O)N(C)c2ccccc2)cc1 | -33.7% | -14.4% | 4.0% | -0.2% | 3.8% | 4.6% | -0.2% | -0.9% | -0.8% | -1.7% | -1.4 |
| 32 | CN(C(=O)COC(=O)CN1C(=O)c2ccccc2C1=O)c1c(N)n(Cc2ccccc2)c(=O)[nH]c1=O | -3.6% | -3.9% | 0.0% | 0.2% | 5.9% | -5.0% | 4.9% | 0.0% | -6.8% | 7.0% | -5.4 |
| 33 | CC(C)(CO)NS(=O)(=O)c1ccc2c(c1)C(=O)c1cc(S(=O)(=O)NC(C)(C)CO)ccc1-2 | ? | -11.0% | -9.7% | 0.4% | 0.0% | -0.4% | -1.4% | -0.8% | -7.4% | -3.9% | -0.2 |
| 34 | O=C(O)CCCC(=O)N1N=C(c2ccccc2)CC1c1ccc2nccnc2c1 (centres undefined) | -0.8% | -35.9% | -9.6% | 0.2% | -2.1% | -0.4% | 2.4% | 2.4% | -1.0% | 5.2% | 0.6 |
